# High-throughput results: PubChem, National Center for Advancing Translational Sciences (NCATS)
# Vif-A3G inh – Vif-A3G binding inhibition | Q9HC16 | HeLa A3G-eYFP + Vif (tagged APOBEC3G with the HIV-1 protein that degrades it), YFP fluorescence, overnight | Potency, µM (titrated, usually from 46.1 µM), without a hit: at the top dose activity, negative = active, most hits filed as inhibitors | 410,000 compounds, 0.076% hits;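 note: % is set by controls: 0 for no effect and ±100 for the full control effect; nearly all actives have a fitted effect of over 60% in size; hits raise eYFP signal because A3G escapes Vif-driven loss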
# Target sequence (Q9HC16 whole entry, looked up): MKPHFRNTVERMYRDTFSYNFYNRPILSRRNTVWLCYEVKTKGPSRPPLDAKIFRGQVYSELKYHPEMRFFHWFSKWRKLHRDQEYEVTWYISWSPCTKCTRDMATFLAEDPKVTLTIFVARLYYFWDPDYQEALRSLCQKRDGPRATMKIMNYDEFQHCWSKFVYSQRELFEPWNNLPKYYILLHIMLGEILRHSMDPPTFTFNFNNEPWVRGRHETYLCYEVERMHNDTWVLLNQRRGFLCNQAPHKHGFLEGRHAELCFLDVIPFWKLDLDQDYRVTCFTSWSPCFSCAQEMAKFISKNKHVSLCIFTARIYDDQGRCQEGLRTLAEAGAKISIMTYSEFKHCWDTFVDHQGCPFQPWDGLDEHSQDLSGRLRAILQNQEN
#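 HeLa cells stably expressing Vif and C-terminally eYFP-tagged A3G, seeded overnight at 37 deg C, then exposed to compound by pintool overnight at 37 deg C. Rise in yellow fluorescence (Ex 488/Em 500-530, Acumen) marks blocked Vif-driven A3G degradation.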
# Vif-A3F inh – blocks the Vif interaction with APOBEC3F. HeLa A3F-eYFP + Vif (tagged APOBEC3F with the HIV-1 protein that degrades it), YFP fluorescence increase. Potency, µM (top dose mostly 46.1 µM), inactives show at the top dose activity, negative = active. 390,000 compounds, 0.2% hits; note: % of control where 0% means no effect; nearly all actives have a fitted effect of over 65% in size
#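 HeLa cells stably expressing Vif plus C-terminally eYFP-tagged A3F were seeded, incubated overnight at 37 deg C, dosed with compound, incubated overnight again at 37 deg C. Yellow fluorescence (Ex 488/Em 500-530) reported blocked Vif-mediated A3F-eYFP degradation.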
# Glioma ERSR ind – ER stress response induction in glioma; U87-MG GRP78 promoter luciferase reporter, 16 h; Potency, µM, inactives show top-dose activation, actives largely listed as activators; 420,000 compounds, 0.02% hits; AID 602332; note: series mostly up to about 76 µM; % of control where 0% means no effect; nearly all actives have a fitted effect of over 35% in size
#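 Stably transfected U87-MG glioma cells carrying a GRP78-based luciferase sensor; 16 h compound incubation. Luminescence end-point read 10 min after Bright-Glo addition at room temperature.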
# Numbers without * were called inactive; ? = inconclusive; & = joins results of further samples. Calls come from the whole dose curve; as a rule, active = well fitted curve in the direction sought with a large enough effect; inconclusive = small, poorly fitted or top-dose-only effect, or another doubt; inactive = no such curve, though single readings can be large; an effect the other way counts as inactive or inconclusive. Potency is the fitted concentration of half-maximal effect. An excerpt (hit frequency here may not be typical).
SMILES,Vif-A3G inh,Vif-A3F inh,Glioma ERSR ind
O=C1OCCN1C(=O)[C@H]1[C@H](c2ccc(F)cc2)C(c2ccccc2)=NN1c1ccc(Br)cc1,-2%,-16%,0%&-3%
O=C1NC[C@H](Cc2ccccc2)N(C[C@H]2CCCN2C[C@H](Cc2ccccc2)N2C[C@H](Cc3ccccc3)N(CC3CCCCCC3)C(=O)C2=O)C1=O,-16%,?,12%
CN(C(=O)c1cccc(NC(=O)Cc2ccc(NC(=O)C3CCN(C(=O)CCc4ccccc4)CC3)cc2)c1)C1CC1,1%,-4%,-2%
Cc1ccc(NC(=O)c2ncn(CC(=O)NCc3nc4ccccc4[nH]3)n2)cc1C,4%,1%,-4%
CC(=O)C[C@H](O)CC(=O)[C@@H]1OC(=O)CCCCCc2ccccc21,0%,6%,-2%
O=C1Nc2ccc(S(=O)(=O)NCc3ccco3)c3cccc1c23,3%,-3%,-3%
COc1ccccc1C(=O)OCc1c(-c2ccccc2)ncc2ccccc12,-5%,-1%,0%
O=C1c2ccccc2C(=O)N1CCC1(O)C(c2ccccc2)=Nc2ccccc21 (stereo unspecified),-5%,8%,3%
CC(C)(C)S(=O)(=O)N1Cc2cc(=O)n(Cc3ccccc3)c(CCO)c2[C@@H]1CCO,-1%,-16%,0%
CCOC(=O)C1=CNS(=O)(=O)NC1c1cccc(O)c1 (stereo unspecified),0%,4%,0%
COCC(=O)N(C)C[C@H]1N[C@@](Cc2ccccc2)(C(=O)OC)[C@H]2C(=O)N(Cc3ccccc3)C(=O)[C@@H]12,-6%,0%,-4%
CCCCCCCCNS(=O)(=O)CCNCc1ccco1,0%,-6%,-4%
COc1cc(C#Cc2c(-c3cncn3C)n(C)c3ccc(-c4cnc(N5CCOCC5)nc4)cc23)cc(OC)c1,-15%,0%,-3%
CCOC(=O)c1cc(-c2ccccc2)nn1CC1CC(c2cccc([N+](=O)[O-])c2)=NO1 (stereo unspecified),-8%,-1%,-3%
Cc1cn(CC(=O)NCCc2ccccn2)c(=O)[nH]c1=O,4%,4%,-4%
CCN(CC)C(=O)[C@H]1CC(CC(=O)NCCC2=CCCCC2)C(=O)N2CCc3c([nH]c4ccccc34)[C@]12C (stereo partly specified),-4%,0%,-3%
COc1ccc(-c2sc3cc4c(cc3c2C#Cc2cncn2C)OCO4)cc1,-6%,1%,0%
C[C@H](CO)N1C[C@H](C)[C@@H](CN(C)S(=O)(=O)c2ccccc2)Oc2c(NC(=O)c3ccncc3)cccc2C1=O,-1%,1%,6%
N=C(N)SCCc1cccc(CCSC(=N)N)c1,2%&4%,2%,8%&-3%
O=C1[C@H](Cc2ccccc2)NCCCC[C@@H](c2ccco2)N1Cc1ccccc1,-1%&-4%,0%,-4%&-2%
Cc1ccc(S(=O)(=O)N(C)C[C@H]2Oc3ccc(NC(=O)C4CCCCC4)cc3C(=O)N([C@H](C)CO)C[C@H]2C)cc1,-13%,3%,-6%
CCN1C[C@@H]2[C@@H]3C(=O)N(C)C(=O)[C@@H]3[C@](C)(C1=O)N2C(=O)c1ccc(Cl)cc1,5%,3%,-4%
COc1ccc([C@@H]2CC=C(C(=O)O)[C@H](c3ccc(Br)cc3)N2S(=O)(=O)c2ccc(C)cc2)cc1OC,5%,8%,-1%
C[C@H]1CN([C@@H](C)CO)C(=O)c2cccc(NC(=O)c3cnccn3)c2O[C@@H]1CN(C)C(=O)Nc1ccc2c(c1)OCO2,3%,5%,-1%
CN(C(=O)c1ccc(NC(=O)Cc2ccc(NC(=O)C3CCCN(C(=O)C4CCCC4)C3)cc2)cc1)C1CCCC1 (stereo unspecified),-1%,1%,0%
CC1(c2nnc(-c3cccc(Cl)c3)o2)CC(c2ccc(F)cc2)=NO1 (stereo unspecified),2%,0%,2%
Cc1nc(SCCc2nc3ccccc3[nH]2)c2oc3ccccc3c2n1,-10%,-6%,-3%
CCOC(=O)[C@@H]1[C@H]2COc3ccc(Br)cc3[C@@H]2N2C(=O)N(c3ccc(F)cc3)C(=O)[C@@]12C,1%,-6%,-2%
C=CCC1[C@H](C)[C@H]2[C@@H]3CC[C@@H](C3)[C@H]2CN1S(=O)(=O)c1ccc(C)cc1 (stereo partly specified),2%,0%,-2%
COCC(=O)N[C@@H]1c2cc(OC)c(OC)cc2C[C@H]1OCc1ccccc1,-1%,4%,-2%
CCOC(=O)C1=CN(CC)S(=O)(=O)NC1c1cccc(OC)c1 (stereo unspecified),0%,1%,0%
O=[N+]([O-])c1cc(-c2csc(NCCc3nc4cc(Cl)c(N5CCCCC5)cc4n3CCCO)n2)ccc1Cl,-8%,6%,-2%
C[C@]12c3[nH]c4ccc(Cl)cc4c3CCN1C(=O)[C@@H](CC(=O)NCCN1CCOCC1)C[C@@H]2C(=O)N1CCCCC1,2%,-9%,3%
COc1ccc(NC(=O)N(C)C[C@H]2Oc3ccc(NC(=O)C4CCCCC4)cc3C(=O)N([C@H](C)CO)C[C@@H]2C)cc1,4%,3%,-2%
CCN1C[C@@H]2[C@@H]3C(=O)N(C)C(=O)[C@@H]3[C@](Cc3ccccc3)(C1=O)N2C(=O)c1ccccc1,4%,-6%,-3%
O=C(O)C[C@H]1c2cc(F)ccc2S(=O)(=O)N1C1CCCCC1,1%&0%,6%,-3%&-3%
CCN(CC)C(=O)[C@H]1C[C@H](CC(=O)NC/C=C(\C)CCC=C(C)C)C(=O)N2CCc3c([nH]c4cc(CCC(=O)N(C)C)ccc34)[C@]12C,-6%,1%,-1%
C[C@@H](NC(=O)C(=O)c1c[nH]c2ccccc12)c1ccccc1,1%,-1%,-3%
COc1c2ccoc2cc2oc(C)cc(=O)c12,-2%,-5%,-1%&17%
O=C1NC[C@H](Cc2ccccc2)N(CC2CCN(CCC3CCCC3)CC2)C1=O,4%,-9%,-2%

# Molecules listed so far containing bromine:
SMILES,Vif-A3G inh,Vif-A3F inh,Glioma ERSR ind
O=C1OCCN1C(=O)[C@H]1[C@H](c2ccc(F)cc2)C(c2ccccc2)=NN1c1ccc(Br)cc1,-2%,-16%,0%&-3%
COc1ccc([C@@H]2CC=C(C(=O)O)[C@H](c3ccc(Br)cc3)N2S(=O)(=O)c2ccc(C)cc2)cc1OC,5%,8%,-1%
CCOC(=O)[C@@H]1[C@H]2COc3ccc(Br)cc3[C@@H]2N2C(=O)N(c3ccc(F)cc3)C(=O)[C@@]12C,1%,-6%,-2%

# Later entries:
SMILES,Vif-A3G inh,Vif-A3F inh,Glioma ERSR ind
Cc1noc(C)c1NC(=O)Nc1cccc2c1O[C@@H](CN(C)C(=O)Nc1ccc3c(c1)OCO3)[C@@H](C)CN([C@H](C)CO)C2=O,2%,4%,4%
CCN(C[C@H]1N[C@@](CC)(C(=O)OC)[C@H]2C(=O)N(Cc3ccccc3)C(=O)[C@@H]12)S(=O)(=O)c1ccc(C(C)(C)C)cc1,-6%,-5%,-3%
C[C@H](CO)N1C[C@H](C)[C@@H](CN(C)S(=O)(=O)c2cn(C)cn2)Oc2c(NC(=O)Nc3ccc(C(F)(F)F)cc3)cccc2C1=O,0%,9%,-3%
C=CC[C@@H](CC(=O)N(CCO)Cc1ccccc1)C(=O)NCCOC(=O)[C@@H](CC=C)Cc1ccc(F)cc1,2%,5%,-2%
COc1ccc(-c2oc(=O)c3cc(OC)c(OC)cc3c2/C=C/c2ccc([N+](=O)[O-])cc2)cc1,-2%,0%,-1%
O=S(=O)(N(Cc1ccccc1)[C@@H](CO)Cc1ccccc1)N(Cc1ccccc1)[C@@H](CO)Cc1ccccc1,0%&-4%,-9%,-6%&0%
CC1(c2nnc(Cc3ccccc3)o2)CC(c2ccncc2)=NO1 (stereo unspecified),0%,-8%,-2%
CC(C)[C@H](N)C(=O)NC[C@H]1O[C@@H](n2cnc3c(N)ncnc32)[C@H](O)[C@@H]1O,0%,8%,-2%
Cc1ccc(CNC(=O)Cn2cnc(C(=O)Nc3ccc(C)c(C)c3)n2)o1,-7%,5%,8%
O=C1OCCN1C(=O)[C@H]1[C@H](c2ccccc2)C(c2ccc(F)cc2)=NN1c1ccc(Br)cc1,-3%,-7%,1%&-5%

# 7 compounds drawn at random from those above, as already listed:
SMILES,Vif-A3G inh,Vif-A3F inh,Glioma ERSR ind
C[C@H](CO)N1C[C@H](C)[C@@H](CN(C)S(=O)(=O)c2cn(C)cn2)Oc2c(NC(=O)Nc3ccc(C(F)(F)F)cc3)cccc2C1=O,0%,9%,-3%
COc1ccc(-c2oc(=O)c3cc(OC)c(OC)cc3c2/C=C/c2ccc([N+](=O)[O-])cc2)cc1,-2%,0%,-1%
O=C1OCCN1C(=O)[C@H]1[C@H](c2ccccc2)C(c2ccc(F)cc2)=NN1c1ccc(Br)cc1,-3%,-7%,1%&-5%
C=CC[C@@H](CC(=O)N(CCO)Cc1ccccc1)C(=O)NCCOC(=O)[C@@H](CC=C)Cc1ccc(F)cc1,2%,5%,-2%
CC1(c2nnc(Cc3ccccc3)o2)CC(c2ccncc2)=NO1 (stereo unspecified),0%,-8%,-2%
CCN(C[C@H]1N[C@@](CC)(C(=O)OC)[C@H]2C(=O)N(Cc3ccccc3)C(=O)[C@@H]12)S(=O)(=O)c1ccc(C(C)(C)C)cc1,-6%,-5%,-3%
Cc1ccc(CNC(=O)Cn2cnc(C(=O)Nc3ccc(C)c(C)c3)n2)o1,-7%,5%,8%

# Remaining list, next part:
SMILES,Vif-A3G inh,Vif-A3F inh,Glioma ERSR ind
Clc1cccc(-c2ccc(-c3nc4ccccn4c3NCc3ccccc3)cc2)c1,-11%,0%,-1%
Cc1ccc(S(=O)(=O)N2[C@@H](c3ccc(C(C)(C)C)cc3)C(C(=O)O)=CC[C@H]2c2cccc(Cl)c2)cc1,-13%,-3%,?
COc1ncccc1-c1nnn(-c2ccccc2Br)n1,2%,-2%,6%
CCN1C(=O)[C@H]2[C@@H](c3ccc(-c4ccc5c(c4)OCO5)c(OC)c3)N[C@@](C)(C(=O)OC)[C@H]2C1=O,0%,1%,0%
C[C@@H]1CN([C@H](C)CO)C(=O)c2cc(NS(=O)(=O)c3ccc(F)cc3)ccc2O[C@@H]1CN(C)Cc1ccc(Cl)c(Cl)c1,-19%,-29%,0%
COc1ccc(-c2sc3cc(OC)c(OC)cc3c2-c2ccc(O)cc2)cc1,-8%,4%,2%
O=C(Cc1ccc([N+](=O)[O-])cc1)Nc1cccc(C(=O)N2CCCC2)c1,?,1%,-3%
CC(C)[C@H]1COCCS(=O)(=O)N1Cc1ccccc1-c1ccc(C(C)(C)C)cc1,-3%,?,6%
COc1ccc2c(c1)OC(=O)CC2c1cc(OC)c(OC)c(OC)c1 (stereo unspecified),-30%,-3%,-1%&-6%
CCO[C@@H]1OC(C(N)=O)=C[C@H](C(C)(C)C)[C@H]1CCCO,2%,1%,-3%
COc1ccc(NC(=O)N(C)C[C@@H]2Oc3ccc(NC(=O)NC(C)C)cc3CC(=O)N([C@H](C)CO)C[C@@H]2C)cc1,-2%,0%,-1%
COc1ccc(C2=NOC(C3(S(=O)(=O)c4ccccc4)CC(O)C3)C2)cc1 (stereo unspecified),1%,4%,1%
C[C@H]1CCC[C@]2(O[C@@H](CCO)C[C@@H](O)[C@@H]2O)O1,3%,0%,-5%
CC1(c2nnc(-c3ccncc3)o2)CC(c2cccnc2)=NO1 (stereo unspecified),-1%,0%,-3%
COc1ccccc1CNCCS(=O)(=O)NN1CCOCC1,-3%,3%,-4%
CC(C)(C)OC(=O)CNC(=O)c1[nH]cnc1C(=O)NC1CCNCC1,0%,1%,-2%
C=CC[C@@H](CC(=O)NCCO)C(=O)N[C@@H](COC(=O)[C@@H](CC=C)CC(=O)OC(C)(C)C)Cc1ccccc1,0%,3%,-2%
O=C1[C@H]2[C@H](C=CC[C@H]2C(=O)N2CCOCC2)CCN1Cc1ccccc1,1%&-1%,3%,-3%&-1%
O=C(Nc1ccccc1)[C@@H]1CC=C[C@@H]2CCN(Cc3ccc(Cl)c(Cl)c3)C(=O)[C@@H]21,1%&-2%,-1%,-3%&0%
C#CCOCCOCCOCCNc1nc(N2CCN(C(=O)[C@H](CCC(=O)O)n3cc([C@@H](N)[C@H](C)CC)nn3)CC2)nc(N2CCN(C(=O)[C@H](CCC(=O)O)n3cc([C@@H](N)CCSC)nn3)CC2)n1,3%,2%,-2%
COc1ccc(OC)cc1,0%&0%,9%,-3%&-5%
COC(=O)[C@H](CCSC)NC(=O)Cn1cnc(C(=O)Nc2ccc(C)c(C)c2)n1,3%,6%,-1%
